High-throughput results as filed in PubChem.
ELG1 genotox = genotoxicity induction in ELG1-luciferase HEK293T cells; HEK293T ELG1-luciferase reporter, luminescence, 16 h; Potency, µM (top dose mostly 46 µM), for the others: at the highest dose activity change, positive = activation, usual class: activators; hit rate 1.3% among 330,000; AID 504466; also: potency is read from the fitted curve at half-maximal effect; % of control where 0% means no effect; nearly all actives have a fitted effect of over 60% in size
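Genotoxic stress is detected as increased luminescence from luciferase-tagged ELG1 in HEK293T cells, measured with ONE-Glo after a 16 hr treatment at 37 °C.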
Tb PFK inh = T. brucei PFK enzyme inhibition | Potency, µM (series often up to 57.5 µM), for inactives: at the top dose activity, negative = inhibition, usual class: inhibitors | AID 485367 | T. brucei PFK, ADP-Glo luminescence | hit rate 0.17% among 330,000 | O15648;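 also: potency is read from the fitted curve at half-maximal effect; 0% = uninhibited 1x PFK enzyme wells and -100% = no-enzyme wells; nearly all actives have a fitted effect of over 60% in size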
Target sequence (O15648 whole entry, looked up): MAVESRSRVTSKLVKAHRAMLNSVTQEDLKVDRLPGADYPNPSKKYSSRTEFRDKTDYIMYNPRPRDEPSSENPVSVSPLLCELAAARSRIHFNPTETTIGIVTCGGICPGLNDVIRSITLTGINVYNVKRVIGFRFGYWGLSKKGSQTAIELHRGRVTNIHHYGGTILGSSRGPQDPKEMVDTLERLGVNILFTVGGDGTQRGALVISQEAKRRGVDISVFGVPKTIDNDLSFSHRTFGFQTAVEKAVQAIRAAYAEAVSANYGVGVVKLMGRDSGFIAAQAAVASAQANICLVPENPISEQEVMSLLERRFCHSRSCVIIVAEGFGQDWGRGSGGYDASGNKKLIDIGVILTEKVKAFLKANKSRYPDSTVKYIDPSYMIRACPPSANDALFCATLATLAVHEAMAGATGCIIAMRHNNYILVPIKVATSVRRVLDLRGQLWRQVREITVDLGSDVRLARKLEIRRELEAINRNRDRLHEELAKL
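PFK 1.25 nM, F6P 0.5 mM, ATP 0.1 mM, 0.1 M TEA pH 8.0, 5 mM MgCl2, 0.01% Tween20, 0.1% BSA; 45 min RT. ADP-Glo readout. qHTS titration up to 57 uM; curves fitted, compounds curve-classed.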
Coupling enz = counter-screen for Giardia aldolase inhibitors: coupling enzyme system. hit rate 0.67% among 290,000. activity change, negative = inhibition, % at 58.2 µM, hits read low. coupling enzyme system counterscreen, AmpLite Red fluorescence. AID 2472; in the data active = activity change below about -30%; also: % is scaled to controls: 0 for no effect and ±100 for the full control effect
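Activity here indicates interference with the coupling reaction, not aldolase inhibition. Compounds at 57.5 uM final met coupling enzymes for 10 min at RT; substrate and AmpLite Red detection followed, with a 525/598 nm fluorescence read after 20 min.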
Rab9 promoter act = Rab9 promoter activation; Huh7 Rab9 promoter-luciferase reporter, luminescence, 24 h; Potency, µM (top dose mostly 9.22 µM), inactives show at the highest dose activation, negative = inhibition, most hits filed as activators; hit rate 2.8% among 320,000; also: potency is read from the fitted curve at half-maximal effect; % of control where 0% means no effect; nearly all actives have a fitted effect of over 60% in size
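Huh7 cells stably carrying Rab9 promoter–luciferase reporter, plated 1500 cells/well, compound added after 2 h and incubated 24 h at 37 °C; luciferase luminescence then read after 10 min with detection reagent.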
VP16 counter = counter-screen for ROR gamma inhibitors: Gal4-VP16 reporter. Drosophila S2 Gal4-VP16 UAS-luciferase, luminescence, 20 h. Potency, µM (doses to about 53.6 µM), for the others: top-dose activity, negative = inhibition, actives largely listed as inhibitors. hit rate 3.5% among 310,000. AID 2546;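 also: Gal4-VP16 expression switched on by copper sulfate through the metallothionein promoter; potency is read from the fitted curve at half-maximal effect; % is scaled to controls: 0 for no effect and ±100 for the full control effect; nearly all actives have a fitted effect of over 50% in size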
NPC1 prom act = NPC1 promoter activation | Huh7 NPC1 promoter luciferase reporter, 24 h | hit rate 2.4% among 320,000 | Potency, µM (highest dose often 9.22 µM), for inactives: at the top dose activation, hits mostly activators | AID 485313;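 also: potency is read from the fitted curve at half-maximal effect; % of control where 0% means no effect; nearly all actives have a fitted effect of over 60% in size; reporter is driven by a mutant NPC1 promoter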
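Compounds in DMSO were transferred onto Huh7 NPC1-luciferase reporter cells pre-incubated 2 h; after 24 h at 37 °C, Amplite reagent was dispensed and luminescence recorded 10 min later.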
uPA generation = cell surface uPA generation inhibition; cell surface uPA generation assay, qHTS; AID 540303; Potency, µM (highest dose often 38.3 µM), for inactives: top-dose activity change, negative = inhibition, usual class: inhibitors; hit rate 0.31% among 330,000; active = well fitted inhibition curve with a large enough effect; inconclusive = small, poorly fitted or top-dose-only effect; inactive = no such curve, though single readings can be large or run the other way; tested in mouse RAW 264.7 cells; also: potency is read from the fitted curve at half-maximal effect; % is scaled to controls: 0 for no effect and ±100 for the full control effect; nearly all actives have a fitted effect of over 55% in size
KCNH2 3.1 inh = blocks the human KCNH2 3.1 channel isoform; hit rate 0.95% among 340,000; activity change, % (tested at about 1.8 µM); U2OS KCNH2 3.1, thallium flux FluxOr; stronger effect = lower value; AID 720553;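 active = maximum activity change below -70%; inconclusive = maximum activity change from -70% to -50%; inactive = maximum activity change above -50%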;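 also: thallium influx rate constant from kinetic fluorescence after stimulation buffer; % is scaled to controls: 0 for no effect and ±100 for the full control effect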
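Thallium flux read-out: FluxOr dye with Red40 quencher in HBSS/HEPES, 45 min at RT. Rate constants from kinetic reads were normalized to positive and negative DMSO controls. Cells: U2OS virally expressing the 3.1 isoform.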
RORgamma inh = inhibitors of mouse ROR gamma transcriptional activity | Drosophila S2 Gal4-RORgamma UAS-luciferase reporter, 20 h | AID 2551 | P51450 | hit rate 5.4% among 310,000 | Potency, µM (top dose mostly 53.6 µM), without a hit: at the top dose activity change, negative = inhibition, actives largely listed as inhibitors; also: potency is read from the fitted curve at half-maximal effect; % is scaled to controls: 0 for no effect and ±100 for the full control effect; nearly all actives have a fitted effect of over 60% in size
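Luciferase reporter read in Schneider cells carrying Gal4-RORγ (mouse) and UAS-Photinus luciferase; cells given compound 1 h before 700 uM copper sulfate induction, then incubated 20 h at ambient temperature.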
FLuc modulator = counter-screen for miR-21 project: firefly luciferase inhibitors or activators. P08659. purified FLuc, Km substrates, luminescence inhibition. Potency, µM (titrated, usually from 57.5 µM), inactives show top-dose activity change, negative = inhibition, usual class: inhibitors. hit rate 6.9% among 360,000. AID 588342;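 also: potency is read from the fitted curve at half-maximal effect; plate controls were vehicle for no effect and reference inhibitor for full effect; nearly all actives have a fitted effect of over 55% in size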
Target sequence (P08659 whole entry, looked up): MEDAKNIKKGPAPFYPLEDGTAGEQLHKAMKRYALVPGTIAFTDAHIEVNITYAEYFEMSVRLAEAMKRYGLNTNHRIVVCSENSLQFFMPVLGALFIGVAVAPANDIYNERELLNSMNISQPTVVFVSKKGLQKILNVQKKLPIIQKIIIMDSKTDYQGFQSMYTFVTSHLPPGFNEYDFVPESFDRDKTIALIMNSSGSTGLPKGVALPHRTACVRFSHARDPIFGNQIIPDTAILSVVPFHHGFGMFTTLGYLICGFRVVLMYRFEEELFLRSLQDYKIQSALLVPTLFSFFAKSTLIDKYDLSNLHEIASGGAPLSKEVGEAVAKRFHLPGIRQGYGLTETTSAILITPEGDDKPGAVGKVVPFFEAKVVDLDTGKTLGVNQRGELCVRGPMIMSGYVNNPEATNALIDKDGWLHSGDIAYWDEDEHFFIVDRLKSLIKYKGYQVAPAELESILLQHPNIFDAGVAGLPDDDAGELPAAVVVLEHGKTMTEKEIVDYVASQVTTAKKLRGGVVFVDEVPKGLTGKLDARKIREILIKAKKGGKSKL
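Purified P. pyralis luciferase (10nM final) with 10uM D-luciferin and 10uM ATP (Km levels) in 50mM Tris acetate pH 7.5, 10mM Mg acetate, 0.01% Tween-20, 0.05% BSA; qHTS 6-point titration, ~60 µM downward; luminescence read.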
Giardia kill = Giardia lamblia killing; activity change, % at 7.66 µM, hits read low; Giardia lamblia trophozoite viability; hit rate 0.15% among 340,000; in the data active = activity change below about -80%; inconclusive = between about -30% and that limit;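 also: parasites exposed to compound for two days anaerobically before the ATP read; % is scaled to controls: 0 for no effect and ±100 for the full control effect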
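Giardia trophozoites, 100 cells per well, were exposed to compounds for 48 hrs at 37 deg C under anaerobic conditions; viability was then read as ATP content by bioluminescence after 15-30 min at room temperature.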
Numbers without * were called inactive; u = inconclusive; x = no result given; [ ] = remark or other dose. Unless noted, calls follow the shape of the dose curve; as a rule, active = well fitted curve in the direction sought with a large enough effect; inconclusive = small, poorly fitted or top-dose-only effect, or another doubt; inactive = no such curve, though single readings can be large; an effect the other way counts as inactive or inconclusive.

Value order: ELG1 genotox	Tb PFK inh	Coupling enz	Rab9 promoter act	VP16 counter	NPC1 prom act	uPA generation	KCNH2 3.1 inh	RORgamma inh	FLuc modulator	Giardia kill
#1 C/C=C/C(=O)Nc1ccc(N2CCN(c3ccc(C(F)(F)F)cn3)CC2)nc1
 : -4%	3%	-2	-8%	5%	-12%	-1%	-12	u	6%	7
#2 O=C(CCN1C(=O)/C(=C/c2ccc(F)cc2)SC1=S)NC1CCS(=O)(=O)C1 (stereo not given)
 : 0%	-1%	x	-9%	-7%	4%	-11%	8	-6%	-1%	-13
#3 CC(C)N(Cc1ccccc1)S(=O)(=O)c1ccc2c(c1)NC(=O)CO2
 : -2%	-7%	x	-9%	15%	-1%	6%	-10	-20%	2%	-7
#4 O=C(O)CCc1nc2ccccc2c(=O)[nH]1
 : -1%	3%	3	0%	-2%	2%	-1%	-3	-9%	-2%	-5
#5 C=CCn1c(=S)[nH]c2cc(-c3ccccc3)sc2c1=O
 : 9%	0%	3	19%	2µM*	25%	-4%	7	1µM*	1.9µM*	-11
#6 COc1nc(OC)nc(N2CCC(NC(=O)C(Cc3cccc(OC)c3OC)NC(C)=O)CC2)n1 (stereo not given)
 : 0%	4%	3	0%	0%	14%	7%	6	-14%	-2%	0
#7 O=C(CCc1c[nH]c2ccccc12)N1CCN(S(=O)(=O)c2ccccc2)CC1
 : 0%	-2%	x	2%	x	-2%	-4%	15	x	-1%	21
#8 Cc1cc2oc(=O)cc(C)c2cc1NC(=O)CCl
 : -2%	-19%	5	-1%	u	-12%	-13%	-10	u	-2%	9
#9 CCn1c(C)c(C(C)=O)c(N2CCCCC2)nc1=S
 : 0%	0%	0	-4%	0%	-5%	7%	-2	-15%	0%	5
#10 C[C@H](OC(=O)N1CCN(C(c2ccccc2)c2ccccc2)CC1)[C@@H]1O[C@@]2(C)CCC[C@H]1O2
 : -3%	-5%	x	-1%	x	0%	-13%	25	x	6%	9
#11 CCOC(=O)C1CCN(C(=O)COC(=O)c2cccc(F)c2)CC1
 : 1%	-3%	1	16%	2%	-9%	1%	21	4%	u	u
#12 COc1ccc2c3n(nc2c1)CCN=C3c1ccc(C)cc1
 : 0%	-1%	x	1%	x	5%	-19%	-2	x	-11%	u
#13 COc1ccccc1N1CC(C)(C)C(=O)N(C(=O)c2c(F)cccc2Cl)C1=S
 : -3%	-5%	0	4%	-6%	1%	4%	6	35%	1%	13
#14 COc1ccc(N2C(=O)CC(N3CCN(c4ccccc4F)CC3)C2=O)cc1 (stereo not given)
 : 0%	-8%	-1	-1%	x	6%	8%	8	-26%[0.365 µM]	0%	2
#15 CCOC(=O)c1ccc(NC(=O)C(=O)NCc2ccncc2)cc1
 : -12%	4%	4	-1%	-1%[0.365 µM]	1%	0%	5	2%	-1%	12
#16 Cc1ccc2c(c1)C(=O)C(=O)N2Cc1ccc(C(F)(F)F)cc1
 : 11%	0%	x	x	x	x	3.5µM*	-17	x	x	9
#17 COc1cc(OC)cc(-c2c(-c3cccs3)c3cc(-c4ccc5[nH]ccc5c4)ccc3n2C)c1
 : -3%	1%	x	-4%	x	-6%	19%	-11	x	3%	-14
#18 O=C1C(=O)N(C2CCCC2)C(=O)N1Cc1c(F)cccc1Cl
 : 4%	1%	-1	-5%	-3%	2%	-1%	9	22%	-2%	8
#19 O=C(c1ccc2c(c1)N(Cc1ccccc1F)C(=O)c1ccccc1S2)N1CCOCC1
 : -3%	0%	-42*	0%	-27%	13%	11%	-5	u	-4%	0
#20 O=C(Nc1ccccc1C(=O)N/N=C/c1ccco1)c1ccc(Cl)cc1
 : 1%	-2%	-4	2%	4µM*	12%	-22%	-2	2.8µM*	2.1µM*	-4

Later entries.
Value order: ELG1 genotox	Tb PFK inh	Coupling enz	Rab9 promoter act	VP16 counter	NPC1 prom act	uPA generation	KCNH2 3.1 inh	RORgamma inh	FLuc modulator	Giardia kill
#21 CC(NC(=O)C1CCC1)c1ccccc1 (stereo not given)
 : -1%	-2%	0	-2%	-1%	0%	2%	6	-28%	-2%	4
#22 Cc1cc(C(=O)NCc2cccnc2)no1
 : -1%	4%	6	3%	-3%	0%	4%	-3	0%	3%	-12
#23 CCC(C)N1CNc2c(c(=O)[nH]c(=S)n2-c2cccc(C)c2)C1 (stereo not given)
 : 1%	-1%	1	1%	-2%	0%	-3%	11	-21%	2%	21
#24 CCn1c(C)c(Br)c(=O)c(C(=O)OC)c1-c1ccc(Cl)cc1
 : 1%	-6%	6	0%	-17%	0%	-5%	11	15%	1%	-1
#25 CCN(CC(=O)Nc1c(F)cccc1F)C(=O)C1CCN(S(=O)(=O)c2ccc(F)cc2)CC1
 : 0%	11%	x	-7%	x	-6%	-1%	-1	x	0%	-19
#26 C/C(=N\NC(=O)Cc1ccc(Cl)cc1)c1cccnc1
 : 1%	u	2	2%	16%	-3%	-6%	-1	8%	2%	-5
#27 Cc1ccc(C(=O)CSC2=C(C#N)C(c3ccco3)C3=C(CC(C)(C)CC3=O)N2)cc1 (stereo not given)
 : -15%	2%	1	22%	-5%	-6%	-2%	-11	0%	u	-13
#28 OCc1nnn(-c2cccc(C(F)(F)F)c2)c1CO
 : -4%	-1%	3	-4%	2%	-4%	-2%	1	-7%	0%	6
#29 CC(=O)C1=C(C)Nc2ncnn2C1c1ccccc1 (stereo not given)
 : 1%	-13%	5	-3%	1%	-3%	6%	7	-28%	0%	-10
#30 Nc1ccc(Oc2cc(N)cc(Oc3ccccc3)c2)cc1
 : u	0%	-1	u	27%	2µM*	3%	7	29%	6µM*	u
#31 Cc1ccc(NC(=O)CC2SC(=O)N(c3ccccc3)C2=O)cc1 (stereo not given)
 : 0%	-3%	-2	-1%	u	1%	-2%	2	u	-2%	0
#32 Cc1ncc(CSc2nc3ccccc3[nH]2)c(N)n1
 : -5%	-4%	2	-4%	6%	-1%	11%	3	u	-5%	-15
#33 O=C(COC(=O)c1cc([N+](=O)[O-])ccc1NCCO)Nc1ccc2c(c1)OCO2
 : -3%	1%	-1	-17%	-4%	-27%	-3%	-14	8%	6%	8
#34 Cc1cc(C)n(CCC(=O)N/N=C/c2c(O)ccc3ccccc23)n1
 : 6%	1%	-21	-42%[inhibitor]	u	-44%[inhibitor]	u	-14	1.1µM*	-12%	22
#35 COc1ccc([N+](=O)[O-])cc1N(CC(O)Cn1nnc2ccccc21)S(=O)(=O)c1ccc(C)cc1 (stereo not given)
 : -1%	-1%	-1	3%	-14%	-4%	-2%	-16	u	8%	-11
#36 O=C(CNC(=O)C1COc2ccccc2O1)N/N=C\c1ccc(Cl)cc1 (stereo not given)
 : -1%	0%	-2	3%	12%	0%	3%	-11	-36%	-14%	-24
#37 COc1ccc(/C=N/Nc2nnc(C)n2N)cc1OC(C)=O
 : -4%	2%	-7	0%	u	2%	-18%	2	u	0%	-8
#38 CCCN(CCC)S(=O)(=O)c1ccc(C(=O)Nc2nnc(-c3cc(OC)cc(OC)c3)o2)cc1
 : 2%	7%	0	-23%	0.28µM*	-15%	-4%	9	0.16µM*	-1%	-19
#39 O=C(CCN1CCN(c2ccccc2)CC1)NNC(=O)Cc1ccccc1Cl
 : 2%	-2%	x	-1%	x	-1%	18%	-14	x	x	-4
#40 COC(=O)c1sc(=S)n(-c2ccc(Cl)cc2)c1C
 : 2%	3%	4	0%	-19%	-4%	0%	-19	2%	5%	2

The listing continues.
Value order: ELG1 genotox	Tb PFK inh	Coupling enz	Rab9 promoter act	VP16 counter	NPC1 prom act	uPA generation	KCNH2 3.1 inh	RORgamma inh	FLuc modulator	Giardia kill
#41 COc1ccc(C)cc1N1CC(C(=O)Nc2ccccc2N2CCCCC2)CC1=O (stereo not given)
 : -3%	-5%	x	1%	x	2%	6%	-16	x	-2%	-8
#42 O=C(COc1ccc(Br)cc1)NCC1COc2ccccc2O1 (stereo not given)
 : 0%	-10%	x	-1%	x	-4%	-4%	-2	x	4%	-10
#43 C[C@H](NC(=O)OCc1ccccc1)C(=O)NNC(=O)[C@H](C)NC(=O)OCc1ccccc1
 : 1%	0%	-2	1%	4%	-1%	12%	x	3%	0%	-9
#44 O=C(COC(=O)c1ccccc1-n1cnnn1)c1ccc(F)c(F)c1
 : u	-5%	x	13%	x	14%	6%	-3	x	u	-8
#45 C=CCN(CC(=O)Nc1cccnc1)S(=O)(=O)c1ccc(Cl)cc1
 : 3%	0%	x	x	x	x	3%	-16	x	x	-11
#46 CC(C)CN(CC(C)C)S(=O)(=O)N1CCC(C(=O)NCc2ccc3c(c2)OCO3)CC1
 : -6%	-6%	2	0%	-2%	-7%	7%	10	13%	-2%	9
#47 COc1ccc(-c2n[nH]c(=S)n2/N=C/C=C/c2ccccc2OC)cc1
 : -1%	0%	0	-3%	u	-4%	2%	15	7.1µM*	-13%	-6
